# C1s block: human complement C1s inhibition; 62,000 compounds, 0.16% hits; mean inhibition % of two 10-compound mixtures (active compounds read high), % at 5 µM (by protocol); purified C1s, fluorogenic AMC substrate, pooled mixtures;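 active means inhibition above 20% in each of the two 10-compound mixture wells holding the compound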;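 further: 0% = enzyme wells lacking compound mixture and 100% = no-enzyme blank wells; some compounds called inactive have numbers as strong as hits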
# A340 absorber: compounds absorbing at 340 nm; compound absorbance at 340 nm, fold over control; fold change at 10 µM; 65,000 tested, under 10 active; AID 708;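 active means at 10 µM dose, initial 340 nm absorbance at least 2 fold that of control wells; inactive means change under 2 fold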;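 further: initial absorbance extrapolated from kinetic A340 decline of NADH oxidation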
# CatS block: blocks human cathepsin S protease activity. P25774. recombinant cathepsin S, AMC dipeptide fluorescence, pooled mixtures. inhibition, %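 (tested at 5 µM per compound within 10-compound mixtures)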. 62,000 compounds, 0.06% hits. AID 501; in the data active means inhibition above about 32%, passing the limit was not always enough; inconclusive means no clear call, values can overlap the other calls;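 further: 0% = enzyme without compound and 100% = blank without enzyme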
# Target sequence (P25774 115-331 limits assumed): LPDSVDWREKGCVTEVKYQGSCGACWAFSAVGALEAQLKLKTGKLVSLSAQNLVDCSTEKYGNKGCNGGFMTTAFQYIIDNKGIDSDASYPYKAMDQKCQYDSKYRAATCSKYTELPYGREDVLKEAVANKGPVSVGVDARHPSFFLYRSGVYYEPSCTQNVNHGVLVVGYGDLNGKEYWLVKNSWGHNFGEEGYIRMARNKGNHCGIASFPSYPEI
# Cathepsin G inh: cathepsin G (human) inhibition; AID 581; inhibition, % at 5 µM (by protocol); P08311; purified enzyme, AMC-tetrapeptide fluorescence, pooled mixtures; 62,000 compounds, 0.2% hits;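 active means inhibition above 20% in each of the two mixture wells holding the compound; inactive means inhibition of 20% or less in either well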;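 further: 0% = enzyme control without mixture and 100% = blank lacking enzyme; strong numbers were not always called active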
# Target sequence (P08311 21-244 limits assumed): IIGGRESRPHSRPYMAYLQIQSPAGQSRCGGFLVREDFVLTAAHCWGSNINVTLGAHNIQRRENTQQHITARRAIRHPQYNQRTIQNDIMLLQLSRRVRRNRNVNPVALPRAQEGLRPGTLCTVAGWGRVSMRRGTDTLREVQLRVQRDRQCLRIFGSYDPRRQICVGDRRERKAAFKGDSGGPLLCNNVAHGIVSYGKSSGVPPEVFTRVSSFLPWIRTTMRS
# FXIa inh mix: inhibitors of human coagulation factor XIa, pooled mixtures; inhibition, % at 5 µM; 62,000 compounds, 0.19% hits; AID 680; purified FXIa, fluorogenic substrate; P03951;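 further: each value is inhibition by a whole ten-compound pool holding the compound; 0% = enzyme with no mixture and 100% = wells lacking enzyme; strong numbers were not always called active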
# Target sequence (P03951 19-387 limits assumed): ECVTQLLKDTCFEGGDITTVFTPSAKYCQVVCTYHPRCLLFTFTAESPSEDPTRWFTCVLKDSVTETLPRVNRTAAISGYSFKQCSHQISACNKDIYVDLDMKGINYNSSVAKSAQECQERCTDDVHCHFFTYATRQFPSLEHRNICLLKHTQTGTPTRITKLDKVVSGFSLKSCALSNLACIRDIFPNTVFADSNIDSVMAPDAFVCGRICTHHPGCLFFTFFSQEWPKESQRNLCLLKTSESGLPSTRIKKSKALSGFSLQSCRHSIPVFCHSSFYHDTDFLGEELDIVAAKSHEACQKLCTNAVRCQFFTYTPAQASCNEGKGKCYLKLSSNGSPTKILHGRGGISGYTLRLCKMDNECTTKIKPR
# Target sequence (P03951 388-625 limits assumed): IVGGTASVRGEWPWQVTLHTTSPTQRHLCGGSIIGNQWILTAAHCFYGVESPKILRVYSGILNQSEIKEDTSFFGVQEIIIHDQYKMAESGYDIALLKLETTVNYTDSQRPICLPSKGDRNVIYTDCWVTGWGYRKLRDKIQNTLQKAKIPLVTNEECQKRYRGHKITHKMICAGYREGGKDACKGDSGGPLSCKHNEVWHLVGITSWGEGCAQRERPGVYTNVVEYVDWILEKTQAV
# CatB block: human cathepsin B inhibition; inhibition, %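 (tested at 10 µM)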; purified cathepsin B, fluorogenic substrate, fluorescence; 63,000 compounds, 0.1% hits; P07858; AID 453; in the data active means inhibition above about 21%;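 further: 0% = enzyme with no compound and 100% = no enzyme blank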
# CatB mixtures: inhibitors of human cathepsin B in compound mixtures; P07858; Purified cathepsin B, AMC dipeptide fluorescence; inhibition, %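 (ten-compound pools at 5 µM per compound and 50 µM total)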; 62,000 compounds, 0.06% hits; in the data active means inhibition above about 22%, passing the limit was not always enough; inconclusive means no clear call, values can overlap the other calls;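 further: 0% = enzyme without compound and 100% = no enzyme blank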
# FXIIa mix inh: blocks human factor XIIa in pooled compound mixtures; P00748; purified FXIIa, fluorogenic substrate; inhibition, % at 5 µM; 62,000 compounds, 0.2% hits;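 further: 0% = enzyme without compound and 100% = no enzyme blank; some results filed as inactive read as strong as hits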
# CatL block: blocks human cathepsin L protease activity. 58,000 compounds, 0.17% hits. purified cathepsin L, fluorogenic substrate, fluorescence. AID 460. P07711. inhibition, %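 (tested at 10 µM)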; in the data active means inhibition above about 45%;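 further: 0% = enzyme with no compound and 100% = no enzyme blank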
# The depositor's hits bear a star; i = inactive; ? = inconclusive; . = no result given. Unless noted, no stated cut-off is given here; in the data, active means inhibition above about 20% (passing the limit was not always enough); inactive means the rest. Some of the compounds tested, so the mix of outcomes need not match the whole.
SMILES,C1s block,A340 absorber,CatS block,Cathepsin G inh,FXIa inh mix,CatB block,CatB mixtures,FXIIa mix inh,CatL block
CCOC(=O)C1C2C=CC3(CN(Cc4cccs4)C(=O)C13)O2 (stereo not given),-2,0.99,12,3,1,-4,-2,1,13
O=C(c1cc(F)c(F)cc1Cl)N1CCCCC1,17,1,4,10,7,3,6,1,3
CC(C)c1ccc(-c2nn[nH]n2)cc1,-1,1,1,0,7,-2,5,15,.
CCOC(=O)c1ccc(NC(=O)N2CCN(S(C)(=O)=O)CC2)cc1,5,1,10,8,0,5,-5,-17,14
C=CC(=C)CC(NC)c1ccccc1 (stereo not given),4,1,-5,5,8,3,-1,12,53*
CC(=O)c1cccc(NC(=O)Nc2ccc3c(c2)N(C)C(=O)CS3)c1,6,1.1,-2,11,5,3,6,11,4
COCCNC(=O)c1ccc(CS(=O)(=O)c2c(Cl)cccc2Cl)o1,-3,0.99,0,-4,-2,1,2,6,0
N#CC(C#SN)=C1CCCCC1,14,1,-2,11,5,4,5,-14,2
COC(=O)c1ccc(S(=O)(=O)N(Cc2cc3cc4c(cc3[nH]c2=O)OCO4)C2CCCCC2)cc1,-5,1,4,7,4,-2,3,1,-8
CC(=O)OC(C(=O)Nc1ccccc1)C(C)S(=O)(=O)c1ccccc1 (stereo not given),2,1,49,5,1,1,31,11,-2
C=CCn1c(SCC(=O)NCC2CCCO2)nnc1C1CCCCC1 (stereo not given),10,0.99,9,10,3,3,0,-3,13
CCOC(=O)N1CCN(CC(=O)Nc2ccc(C)c(Br)c2)CC1,-43,1,-10,0,-1,5,-2,4,0
O=C(NCCCN1CCCC1=O)c1csc2ccccc12,-2,1,10,8,7,2,1,-19,16
CCn1c(COc2ccccc2C)nnc1SCC(=O)NCc1ccccc1,3,1,2,1,4,-1,6,4,16
CC(C)CN1CN(S(=O)(=O)c2cccs2)c2nc3ccccc3nc21,2,1.1,12,1,0,0,0,13,27
COc1ccc(CNC(=O)CN(CC2CCCO2)C(=O)CNS(=O)(=O)c2ccccc2)cc1 (stereo not given),9,1,21,11,3,1,4,1,-4
COc1cc2[nH]c(=O)n(CCCC(=O)NCCc3ccccc3)c(=O)c2cc1OC,9,1,-13,10,7,1,-3,2,10
O=C(O)CS(=O)(=O)c1ccc(Oc2ccc(S(=O)(=O)CC(=O)O)cc2)cc1,-17,0.99,-1,-8,-3,2,0,-8,15
CC1CCCC(C)N1C(=O)CSc1nnc(NC(=O)c2cccs2)s1 (stereo not given),-62,1.1,-18,-12,-3,-3,-3,4,-4
COc1cc(C(=O)Oc2c(CN3CCOCC3)cc(Cl)c3cccnc23)cc(OC)c1OC,17,1,10,11,1,1,6,7,.
CCOC(=O)c1cnc2c(-c3ccccc3)c(C)nn2c1N,4,1.1,12,0,6,-2,4,13,2
CCCCN(C)C(=O)CS(=O)(=O)Cc1nc(-c2cccc(OC)c2)oc1C,2,0.99,6,8,-2,-1,-5,-24,7
Cc1cc(NC(=O)Cc2cccs2)nn1CC(=O)NCc1ccco1,1,1,18,1,9,5,-1,-2,8
CCN(CC)S(=O)(=O)c1ccc(NC(=O)Cn2c(=O)oc3ccccc32)cc1,9,1,13,11,6,5,2,10,.
Cc1ccc(S(=O)(=O)N2CCN(C(=O)CN3CCOCC3)C2C(C)C)cc1 (stereo not given),3,1,-5,8,5,5,-3,18,0
CN(CC(=O)N1CCc2ccccc21)S(=O)(=O)c1ccc(Cl)cc1,-9,1,4,7,-7,3,0,-10,-4
COc1cc2c(cc1OC)/C(=C/C(=O)N1CCOCC1)NC(C)(C)C2,-18,1,-25,4,2,-3,-1,5,-437
C=CCn1c(SCCCC)nc(O)cc1=O,-6,1,-3,-2,5,-6,-2,1,.
COc1cc(OC)cc(-c2cc3nc(C)c(CCC(=O)NC(C)CCc4ccco4)c(C)n3n2)c1 (stereo not given),-2,1,-4,6,-3,7,1,-4,1
COc1ccc(OC)c(C2N(c3ccccn3)C(=O)C3CCCN32)c1 (stereo not given),-26,1,0,0,2,1,5,-16,-4
COc1ccc(N2CCN(c3nc(NCCO)nc(N4CCOCC4)n3)CC2)cc1,-15,1,3,1,6,3,6,6,-1
CCOC(=O)C1CCCN(C(=O)Cn2cnc3c2c(=O)n(C)c(=O)n3C)C1 (stereo not given),-27,1,-6,-4,7,-6,3,0,.
COc1ccc2cc(CN(C(=O)Nc3ccccc3)C3CCCC3)c(=O)[nH]c2c1,34,1.1,16,8,5,7,7,5,9
CCCn1nnnc1SCC(=O)Nc1ccc(F)cc1,4,1,2,2,0,-3,0,13,12
CCOc1ccccc1-n1nnnc1SCC(=O)Nc1cc(C)on1,2,1,-5,-5,8,-1,-3,0,3
Cc1cc(C(=O)Nc2sc3c(c2C#N)CCCCC3)cs1,10,1,-2,26,12,1,12,8,9
Brc1ccc(-c2nc(-c3ccncc3)no2)o1,7,1,3,10,1,3,1,-6,18
CN=Cc1cc(-c2ccccc2)sc1O,-35,1,11,-5,-3,-3,1,5,1
Cc1nnc2n(Cc3ccccc3)c(=O)c3c4c(sc3n12)CCCC4,-11,1,3,-6,-1,2,3,3,-2
COc1cc(Cn2c(-c3nonc3N)nc3ccccc32)ccc1C,0,1,3,-2,0,50*,30,0,23

# Grouped by structure: those above with fluorine (two)
SMILES,C1s block,A340 absorber,CatS block,Cathepsin G inh,FXIa inh mix,CatB block,CatB mixtures,FXIIa mix inh,CatL block
O=C(c1cc(F)c(F)cc1Cl)N1CCCCC1,17,1,4,10,7,3,6,1,3
CCCn1nnnc1SCC(=O)Nc1ccc(F)cc1,4,1,2,2,0,-3,0,13,12

# The list continues.
SMILES,C1s block,A340 absorber,CatS block,Cathepsin G inh,FXIa inh mix,CatB block,CatB mixtures,FXIIa mix inh,CatL block
Cc1cc(C(=O)N2CCN(C(=O)C3CCCO3)CC2)no1 (stereo not given),-44,1,5,-7,5,1,-8,-17,17
CN1CCN(C(=O)Nc2cccc3ccccc23)CC1,13,1,-3,7,4,.,6,-1,0
CC(=O)N1CCN(S(=O)(=O)c2ccc(C)cc2)C1C(C)C (stereo not given),-5,1,-5,9,3,0,2,27,-4
O=C(NCc1nc(-c2ccccc2)no1)c1cccs1,5,1.1,-2,4,11,2,-2,0,0
O=C(O)CCCNS(=O)(=O)c1ccc(Br)s1,-3,1,3,1,0,-7,-3,1,10
Cc1ccc2nc(-c3cccc(S(=O)(=O)N(C)C)c3)cn2c1,0,1.1,2,4,7,2,7,2,0
COc1cccc(-c2cc(C(=O)NC3CCCC3)no2)c1,-40,1,?,5,5,-2,5,-18,-1
CCc1ccccc1NC(=O)c1cccs1,4,1,8,4,3,-5,0,-15,.
N#Cc1c(NC(=O)CN2CCN(C(=O)c3ccco3)CC2)sc2c1CCCCC2,-32,1,9,-7,8,1,-2,5,.
Cc1nnc(SCC(=O)N2CCOCC2)n1C,12,1,-5,10,4,1,4,5,12
Cc1ccc(-n2c(SCc3cc(=O)n4ccsc4n3)nnc2-c2cccnc2)c(C)c1,-16,1.1,14,4,10,7,7,3,3
Cc1ccc(C)c(OCCCC(C)(C)C(=O)O)c1,7,0.99,9,8,6,.,3,7,27
CCOC(=O)C(CCSC)NC(=O)CN (stereo not given),-8,1,7,5,-7,10,-3,2,4
Cc1nn(Cc2ccccc2)c(C)c1NC(=O)c1cc(-c2ccco2)on1,-62,0.99,-49,-38,-64,6,-23,9,8
COc1ccc(N(CC(=O)N2CCN(c3ccccc3)CC2)S(=O)(=O)c2c(C)noc2C)cc1,3,1,2,5,8,-4,10,3,.
Nc1nc(NC(=O)c2cccc(S(=O)(=O)N3CCCCCC3)c2)nc(-c2ccccc2)n1,3,1.1,-3,1,6,4,1,6,-9
Cn1nnnc1SCC(=O)Nc1ccc(Oc2ccc(Cl)cc2)cc1,3,1,2,7,12,-2,0,5,-1
CCn1c(=O)n(CC)c2cc(S(=O)(=O)N3CCc4ccccc43)ccc21,21,1.1,-3,8,3,0,2,6,-3
O=C(C1CCCCC1)N1CCN(C(=O)C2CCCCC2)CC1,2,1,-1,3,9,-3,5,12,-6
O=C(CCN1C(=O)c2ccccc2C1=O)NCc1ccncc1,12,1,3,7,5,5,0,0,12
Cc1ccccc1OCC(=O)OC(C)CN1CCN(C)CC1 (stereo not given),16,1,1,11,4,1,4,7,-1
CC(C)C(NC(=O)CNC(=O)OC(C)(C)C)C(=O)NCc1ccccc1 (stereo not given),4,0.97,-2,6,1,2,3,-4,3
Cc1cc(C)c(S(=O)(=O)Nc2ccc(O)cc2)cc1C,13,1,-5,9,5,-1,3,-17,-8
O=C1OC2(CCCCC2)OC(=O)C1=CNc1nccs1,-16,1.1,-7,5,4,6,1,2,8
CSc1nsc(SCC(=O)Nc2c(C)n(C)n(-c3ccccc3)c2=O)n1,25,1,-6,-8,6,1,0,8,-1
COc1ccc(CC(=O)N2CCN(C(=O)Cc3ccc(OC)cc3)CC2)cc1,-11,1.1,2,-1,3,-1,7,0,-2
CC1CCN(CC(=O)N2c3ccccc3CCc3ccccc32)CC1,2,1,3,-1,3,-2,5,4,13
CC(=O)Nc1cccc(OCC(=O)NS(=O)(=O)c2ccc(Cl)cc2)c1,20,1,-4,11,7,-2,3,6,11
Cc1sc2nc(SC(C)C)nc(N)c2c1C,-34,1,2,-13,-2,-2,0,6,-7
CN1C(=O)c2c(sc3c2CCCC3)NC1c1ccccc1O (stereo not given),-48,1,-30,1,4,2,-12,0,10
O=C(CSc1nnc(C2COc3ccccc3O2)o1)N1CCCCC1 (stereo not given),15,1,5,10,5,5,2,4,14
NS(=O)(=O)c1ccc(NC(=O)CSC2CCCCC2)cc1,-4,1,-5,9,2,7,5,4,6
O=C(CCN1C(=O)C2C3C=CC(C3)C2C1=O)Nc1nccs1 (stereo not given),-12,1,15,-9,3,7,5,-20,0
CCOC(=O)C1/C(=N\O)CC(C)(O)C(C(=O)OCC)C1c1ccc(N(C)C)cc1 (stereo not given),-1,0.99,4,13,4,-1,-10,5,0
c1ccc(-c2nc3ccccc3nc2-c2ccccn2)nc1,-6,1,-3,8,4,2,-6,7,4
O=C1CSC(c2cn(-c3ccccc3)nc2-c2ccccc2)N1Cc1ccco1 (stereo not given),3,0.98,5,-3,6,0,2,6,7
CCOC(=O)c1c(-c2cccs2)csc1NC(=O)CSc1ncn[nH]1,8,1,-1,9,8,-1,3,-2,-5
Cc1ccc(-n2nnc3c(=O)n(CC(=O)NCc4ccco4)cnc32)cc1,-4,1,0,5,4,1,0,9,.
COc1ccc(NC(=O)CCC2CCCC2)cc1OC,-1,1,-1,2,4,-2,-4,7,-10
O=C(NCc1cccs1)c1cc2c(s1)-c1ccccc1OC2,-45,1,-15,-12,-7,-7,3,-5,i
CCOCCCNC(=O)C1CCN(S(=O)(=O)c2c(C)noc2/C=C\c2ccc(OC)cc2)CC1,-10,1.1,12,-5,2,13,9,1,4
CCn1cc(C(=O)NCC2COc3ccccc3O2)c2cc(OC)c(OC)cc2c1=O (stereo not given),20,1,?,12,7,2,5,4,2
Cc1cn(CC2COC(C)(C)O2)c(=O)[nH]c1=O (stereo not given),4,0.99,3,0,9,2,0,7,9
CCOC(=O)Cn1c(CN(Cc2ccccc2)Cc2ccccc2)nc2c1c(=O)n(C)c(=O)n2C,4,0.97,-3,13,-1,4,-3,10,21

# Part of the list above with just FXIIa mix inh, CatB block and CatS block:
Molecule	FXIIa mix inh	CatB block	CatS block
COc1cc(OC)cc(-c2cc3nc(C)c(CCC(=O)NC(C)CCc4ccco4)c(C)n3n2)c1 (stereo not given)	-4	7	-4
COc1ccc(OC)c(C2N(c3ccccn3)C(=O)C3CCCN32)c1 (stereo not given)	-16	1	0
COc1ccc(N2CCN(c3nc(NCCO)nc(N4CCOCC4)n3)CC2)cc1	6	3	3

# Screening data: PubChem, several laboratories
